Hsp70 act: switches on Hsp70 transcription; HeLa Hsp70 promoter luciferase reporter, luminescence; scaled: vehicle 0, proteasome-inhibitor control 100%; activation, % at 10 µM; actives 0.04% (n = 200,000); AID 1203;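 active = activation above the mean across all tested compounds plus 3 SD, cutoff set per campaign, cut at about 5.5% in these data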;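 note: 100% = MG132 at 30 µM as the positive control and 0% = DMSO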
NF-kB expr up: NF-kB expression increase, human neuronal cells | fold change at 12.5 µM | actives 1.6% (n = 190,000) | NF-kB reporter expression; active compounds read high; in the data active = fold change above about 3.3
Redox H2O2 prof: compounds producing H2O2 with reducing agent – biochemical, NIH compound library profiling, artefact control for MLSCN library redox annotation, primary screen; activation, % at 10 µM; DTT-dependent redox cycling H2O2, phenol red/HRP absorbance; 100% = 100 µM peroxide control, 0% = buffer; actives 0.03% (n = 200,000);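 active = activation of at least 50% relative to the plate's high and low controls in the primary single-dose screen; inactive = activation below 50%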;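 note: compound incubated with DTT at 0.8 mM final as the reducing agent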
APP 5'UTR act: APP 5'UTR luciferase reporter activation | SH-SY5Y APP 5'UTR luciferase reporter, luminescence; zero percent = DMSO vehicle wells | activation, % at 2 µM | actives 1% (n = 190,000) | AID 1276;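 active = activation above a set limit, based on mean plus 3 SD of controls, cut at about 140% in these data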; note: values of inactives mirror those of a sister screen read the other way
Efa HMGR inh: E. faecalis class II HMG-CoA reductase inhibition; purified E. faecalis HMGR, NADPH absorbance 340 nm kinetic; inhibition, % at 10 µM; actives 0.41% (n = 190,000); AID 1066;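 active = inhibition above a set limit, the median over all tested compounds plus 3 SD, cut at about 9.5% in these data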;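 note: enzyme runs in reverse so mevalonate oxidation gives rising NADPH absorbance; 0% = complete reaction with DMSO and 100% = background rate lacking mevalonate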
STAT1 blocker: reduces IFN-gamma driven STAT1 reporter signal; NIH 3T3 STAT1-luciferase reporter, luminescence; inhibition, % at 5.5 µM; actives 0.35% (n = 200,000);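 active = inhibition above a set limit, the mean inhibition across all tested compounds plus 3 SD, cut at about 34% in these data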;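 note: 0% = IFN-gamma with DMSO and 100% = IFN-gamma with 300 µM nifuroxazide; values of inactives mirror those of a sister screen read the other way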
TLR4 MyD88 comp: TLR4-MyD88 interaction inhibition in cells; O00206+Q99836; actives 0.18% (n = 200,000); HeLa CL3-4 TLR4/MyD88 BLA complementation, FRET ratio; AID 861; inhibition, % at 8.4 µM; in the data active = inhibition above about 25%;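 note: 0% = vehicle and 100% = reference inhibitor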
Target sequence (O00206 whole entry, looked up): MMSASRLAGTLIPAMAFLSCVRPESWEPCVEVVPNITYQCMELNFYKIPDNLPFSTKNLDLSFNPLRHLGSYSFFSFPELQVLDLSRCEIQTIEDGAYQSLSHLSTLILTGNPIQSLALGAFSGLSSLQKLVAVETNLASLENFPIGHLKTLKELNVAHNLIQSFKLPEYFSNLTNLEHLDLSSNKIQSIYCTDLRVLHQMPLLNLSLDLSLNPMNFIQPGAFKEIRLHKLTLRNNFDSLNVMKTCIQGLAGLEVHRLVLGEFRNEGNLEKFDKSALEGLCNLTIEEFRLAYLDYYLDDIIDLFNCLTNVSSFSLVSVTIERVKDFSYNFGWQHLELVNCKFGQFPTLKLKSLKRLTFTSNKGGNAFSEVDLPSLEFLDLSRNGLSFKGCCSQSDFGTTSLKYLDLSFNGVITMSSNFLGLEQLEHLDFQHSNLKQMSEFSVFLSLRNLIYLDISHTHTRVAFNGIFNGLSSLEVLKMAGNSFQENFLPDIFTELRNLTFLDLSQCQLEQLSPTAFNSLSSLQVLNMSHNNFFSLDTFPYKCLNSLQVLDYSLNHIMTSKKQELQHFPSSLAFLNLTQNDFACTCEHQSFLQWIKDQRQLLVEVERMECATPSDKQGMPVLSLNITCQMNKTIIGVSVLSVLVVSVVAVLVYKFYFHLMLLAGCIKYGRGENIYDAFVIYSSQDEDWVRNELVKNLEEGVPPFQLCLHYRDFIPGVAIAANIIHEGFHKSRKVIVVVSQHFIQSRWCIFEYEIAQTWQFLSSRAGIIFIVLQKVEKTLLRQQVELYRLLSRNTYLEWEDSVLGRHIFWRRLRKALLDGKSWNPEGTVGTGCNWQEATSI
Target sequence (Q99836 whole entry, looked up): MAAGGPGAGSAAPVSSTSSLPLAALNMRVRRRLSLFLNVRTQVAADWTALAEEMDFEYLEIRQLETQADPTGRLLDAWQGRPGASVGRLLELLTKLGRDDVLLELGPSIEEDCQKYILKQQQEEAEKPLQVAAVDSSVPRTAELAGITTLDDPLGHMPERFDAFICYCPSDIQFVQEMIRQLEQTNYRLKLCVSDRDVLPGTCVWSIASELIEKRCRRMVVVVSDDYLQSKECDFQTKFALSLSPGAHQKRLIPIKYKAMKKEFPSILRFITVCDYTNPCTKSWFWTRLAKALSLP
STAT3 act: STAT3 signaling activation. U3A cells, IL-6 STAT3-luciferase reporter, luminescence; 100% = signal with IL-6 EC80 alone. activation (% of control), % at 5.6 µM. actives 0.91% (n = 190,000);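 active = activation above the screen-wide mean of compound activation plus 3 SD, cut at about 130% in these data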;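 note: 0% = background luminescence of wells with medium and substrate only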
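Material: STAT1-lacking human U3A cells, STAT3 luciferase reporter | Benchmarks: IL-6-only wells as 100% reference | Probe or stimulus: IL-6 (33 ng/mL) | Timing: Compound 1 h, then IL-6 6 h at 37 °C | Detection: Luminescence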
STAT3 inh: STAT3 signaling inhibition | U3A cells, IL-6 STAT3-luciferase reporter, luminescence; host cell line lacks STAT1 | inhibition, % at 5.5 µM | actives 0.89% (n = 190,000) | AID 862;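 active = inhibition above the mean inhibition across all screened compounds plus 3 SD, cut at about 44% in these data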;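 note: 0% = DMSO only wells and 100% = 100 µM nifuroxazide control wells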
STAT1 activator: increases IFN-gamma driven STAT1 reporter signal; NIH 3T3 STAT1-luciferase reporter, luminescence; 100% = IFN-gamma alone, no compound; activation (% of control), % at 5.5 µM; AID 932; actives 2.6% (n = 200,000);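 active = activation above the screen-wide mean activation plus 3 SD, cut at about 130% in these data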;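 note: raw ratio to IFN-gamma control signal so 100% means no change and 0% no light; values of inactives mirror those of a sister screen read the other way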
Starred values were filed as active, the others as inactive. An unsorted share of the library. Share with any hit: about 5.6%.

SMILES	Hsp70 act	NF-kB expr up	Redox H2O2 prof	APP 5'UTR act	Efa HMGR inh	STAT1 blocker	TLR4 MyD88 comp	STAT3 act	STAT3 inh	STAT1 activator
CCOC(=O)Nc1ccc2c(c1)N(C(=O)N(CC)CC)c1ccccc1CC2	-0.4	1.6	-0.5	-11	-2	1	-3	103	0	99
COc1ccccc1NC(=O)CCN1CC(C)OC(C)C1 (configuration not stated)	-0.2	1.7	0.3	9	-5	-3	-13	98	4	103
O=C(Nc1nc(COc2ccccc2)cs1)C12CC3CC(CC(C3)C1)C2	0.3	1.4	0.2	29	0	-7	7	94	11	106
Cc1ccc(S(=O)(=O)/N=C(\Sc2ccccc2)c2ccccc2)cc1	-0.4	0.95	-3.8	9	-2	-4	9	105	-3	103
CCOC(=O)Cn1nnnc1CN(Cc1cccs1)Cc1cc2cc(C)ccc2[nH]c1=O	-0.2	0.93	-1.1	-62	1	-7	2	105	2	107
CC(C)COC(=O)NCCCOC(=O)Nc1ccccc1	-0.1	1.1	-0.2	-2	-3	7	-10	94	12	94
S=c1[nH]nc(-c2ccc3ccccc3n2)n1-c1ccc(Cl)cc1	-0.4	1.3	0.0	8	1	12	9	125	-25	89
COc1cc2ncnc(NCCc3ccccc3)c2cc1OC	-0.4	0.62	-0.3	-23	5	16	12	90	13	84
CCOC(=O)c1ccc(NC(=S)Nc2ccc(Cl)cn2)cc1	0.3	1.4	0.7	23	7	-10	-6	86	26	109
CCOC(=O)c1c(C)[nH]c(C(=O)CSc2nnnn2-c2ccccc2)c1C	-0.2	1.1	0.3	2	-2	-7	2	107	-4	108
COCCSc1nnc(NC(=O)c2ccc(NC(C)=O)cc2)s1	-0.2	1.1	-0.4	20	2	4	5	99	5	95
O=C1c2ccccc2CN1CCNS(=O)(=O)c1ccc2ccccc2c1	-0.3	1.7	2.4	12	0	6	-5	95	9	95
O=C(c1ccc(Oc2ccccc2)cc1)c1nc2c(n1O)CCCC2	-0.5	1.8	0.3	0	-2	2	-8	99	8	98
O=C(O)CSc1nnnn1C1CCCCC1	-0.4	1.1	0.0	16	0	-5	12	98	6	103
CC(C)c1nnc(NC(=O)CCN2C(=O)c3ccccc3C2=O)s1	0.4	0.88	-1.6	4	-2	5	-3	100	3	95
CCCCCc1nc2c(C#N)c(-c3ccc(Cl)cc3)ccn2n1	-0.2	1.2	1.6	2	0	-7	-10	101	9	106
CN(Cc1ccccc1)C(=O)COC(=O)c1cncc(Br)c1	2.6	1.2	-0.2	-10	-4	0	-20	101	1	99
CC(C)C[C@H](NC(=O)Nc1cccc(Cl)c1)C(=O)O	-0.3	0.97	1.1	18	-3	-1	1	104	-2	101
Cc1c(N=C2N=C(NC(=O)c3ccc(F)cc3)c3ccccc32)c(=O)n(-c2ccccc2)n1C	-0.1	0.62	0.1	-2	2	-7	-5	82	26	104
CCn1c(SCC(=O)Nc2ccc(N(C)C)cc2)nnc1-c1cccc(C)c1	-0.3	0.93	-0.4	2	-5	5	6	101	6	96
COc1c(C)cc(Br)cc1C(=O)Nc1ccc(N2CCN(S(C)(=O)=O)CC2)cc1	0.0	1.1	3.8	15	-2	2	4	96	7	98
COC(=O)c1ccc(C2C(Oc3ccc(OC)cc3)C(=O)N2CCc2ccc(OC)c(OC)c2)cc1 (configuration not stated)	-0.1	0.96	0.3	-3	-1	8	-23	99	4	93
Cc1cccc(C)c1NC(=O)CN1C(=O)S/C(=C\c2cccn2-c2cccc(C(=O)O)c2)C1=O	-0.2	0.98	2.5	-16	-2	-2	-2	104	5	101
COc1ccc(OC)c(N(CC(=O)N2CCN(c3cc(Cl)ccc3C)CC2)S(C)(=O)=O)c1	-0.2	0.67	0.6	-6	-7	2	2	105	-5	103
Cc1nc(-c2ccc(NC(=O)c3ccccc3Br)cc2)cs1	0.0	4.8*	0.2	79	-10	-57	1	96	4	151*
CCc1cccc(NC(=O)Cc2cn(C)c3ccccc23)c1	-0.4	0.9	-4.0	27	0	7	-6	102	0	93
O=C(C1CC(=O)N(C2CCCCC2)C1)N1CCc2ccccc21 (configuration not stated)	-0.2	0.88	-0.4	4	0	-8	-2	139*	-43	106
CCN(CC)CCC(=O)c1ccc(F)cc1	-0.1	1	-1.0	-30	-7	3	-1	101	3	95
O=C(C1CCCCC1)N(Cc1nc2sc3c(c2c(=O)[nH]1)CCCC3)Cc1cccs1	0.1	0.9	1.3	-2	0	7	6	114	-10	93
CCOC(=O)CCCNC(=O)COC(=O)/C=C/c1ccc2c(c1)OCO2	-0.1	1.1	-1.4	-15	-5	4	-2	102	0	95

3 structures out of the list, ordered by formula weight, descending.
SMILES	Hsp70 act	NF-kB expr up	Redox H2O2 prof	APP 5'UTR act	Efa HMGR inh	STAT1 blocker	TLR4 MyD88 comp	STAT3 act	STAT3 inh	STAT1 activator
COC(=O)c1ccc(C2C(Oc3ccc(OC)cc3)C(=O)N2CCc2ccc(OC)c(OC)c2)cc1 (configuration not stated)	-0.1	0.96	0.3	-3	-1	8	-23	99	4	93
Cc1cccc(C)c1NC(=O)CN1C(=O)S/C(=C\c2cccn2-c2cccc(C(=O)O)c2)C1=O	-0.2	0.98	2.5	-16	-2	-2	-2	104	5	101
CCOC(=O)CCCNC(=O)COC(=O)/C=C/c1ccc2c(c1)OCO2	-0.1	1.1	-1.4	-15	-5	4	-2	102	0	95

Further entries follow.
SMILES	Hsp70 act	NF-kB expr up	Redox H2O2 prof	APP 5'UTR act	Efa HMGR inh	STAT1 blocker	TLR4 MyD88 comp	STAT3 act	STAT3 inh	STAT1 activator
COc1ccc(OC)c(S(=O)(=O)N2CCC(C(=O)NCc3ccccc3)CC2)c1	-0.4	0.91	2.6	12	-2	2	-17	101	1	98
C=CCn1c(Cc2cccs2)nnc1SCC(=O)Nc1ccc(OC)cc1	0.2	1	0.1	10	1	-1	16	100	4	101
CCCN1Cc2cccc(C(=O)Nc3cc(OC)cc(OC)c3)c2C1=O	-0.4	0.84	0.1	-16	-1	-5	-2	83	22	105
CCc1ccc(CN(C)C(=O)CCc2nc3ccccc3n(-c3ccc(OC)cc3)c2=O)cc1	-0.1	0.66	1.0	3	-7	26	-11	109	-4	75
CCOc1ccccc1NC(=O)CCC(=O)Nc1ccc2nc(N3CCN(C)CC3)cc(C)c2c1	-0.1	0.96	0.7	2	-6	-2	-14	100	4	102
CCOC(=O)COc1ccc(C(=O)CC)cc1OC	-0.2	1.2	-0.1	8	0	-8	5	82	24	105
CC(=O)Nc1ccc(S(=O)(=O)N2CCN(Cc3cccnc3)CC2)cc1	-0.3	0.89	0.1	-15	-5	-3	-2	91	16	103
CC(C)CN1CCN(Cc2cccn2-c2ccc(Cl)cn2)CC1CCO (configuration not stated)	-0.2	0.79	-1.5	7	2	-12	6	105	6	110
c1ccc(CN=C2NN=C(c3ccccc3)CS2)cc1	-0.1	1.9	-1.9	19	-3	-42	-11	111	-11	138*
O=C(c1ccccc1)C(CCC(CN1CCOCC1)C(=O)c1ccccc1)CN1CCOCC1 (configuration not stated)	0.2	0.24	-0.1	-90	4	18	4	82	21	91
Cc1cc(C)n(-c2ccc(C(=O)OCC(=O)Nc3ccc([N+](=O)[O-])cc3)cc2)n1	-0.1	1	-0.5	10	-4	7	8	103	-4	93
O=[N+]([O-])c1ccc(N2CCN(S(=O)(=O)c3ccccc3[N+](=O)[O-])CC2)cc1NCc1cccnc1	-0.2	0.58	0.7	-8	-3	-3	-1	106	-6	102
CCOc1ccc2[nH]c(=O)c(CN(CCO)C(=O)c3ccccc3F)cc2c1	-0.4	0.92	0.2	-12	-1	0	4	107	1	100
O=C1CCc2cc(S(=O)(=O)NC(C(=O)N3CCN(c4ccccn4)CC3)c3ccccc3)ccc2N1 (configuration not stated)	0.1	0.9	-0.1	-14	-6	-2	-1	104	-3	100
CCOC(=O)c1cc2c(C)n(-c3ccc(OCC)cc3)c(C)c2cc(C(=O)OCC)c1=O	0.0	1.1	0.1	-11	-3	-3	0	107	-5	103
CCn1c2ccccc2c2cc(NC(=O)C(=O)N3CCOCC3)ccc21	0.1	1.7	-0.7	67	-3	-23	-2	100	4	120
COc1ccccc1NC(=O)NCC(=O)Nc1c(C)cccc1C	-0.3	1	-0.5	8	-1	-5	-2	104	-3	104
O=C1CC(c2cccc(Cl)c2)CC(O)=C1C=Nc1ccccc1 (configuration not stated)	-0.2	1.2	-0.7	-26	-4	0	2	101	0	100
CCCC1C(C#N)=C(N)Oc2cc(C)n(C)c(=O)c21 (configuration not stated)	-0.5	1.2	0.0	-1	1	4	-13	103	4	97
O=C(NC(NC(=S)Nc1c(Cl)cc(Cl)cc1Cl)C(Cl)(Cl)Cl)OCc1ccccc1 (configuration not stated)	-0.3	1	1.9	16	3	-2	1	108	-6	102
CC1(C)CC(=O)CC(C)(C)N1OC(=O)c1ccco1	-0.1	1.1	0.1	-4	-4	1	-4	96	4	99
CCOC(=O)n1c(=O)n(Cc2cccc(F)c2)c2ccccc21	-0.3	0.96	9.9	15	-1	1	-14	103	-1	100
COc1ccc(CCNC(=O)c2cc(CC(C)C)on2)cc1OC	0.2	1.2	-0.3	-20	-6	-1	-4	102	6	101
Cc1ccc(N2CCN(S(=O)(=O)N(C)C)CC2)cc1Cl	-0.1	1.2	3.1	-5	-4	-5	11	97	8	105
CN(C)CCCNc1ccc(S(N)(=O)=O)cc1[N+](=O)[O-]	0.0	1.1	-0.1	20	2	-4	7	102	7	104
CN(C(=O)COc1nnc(-c2cccs2)c(-c2cccs2)n1)c1ccccc1	-0.2	0.74	1.8	5	-5	6	6	95	12	94
O=C(CSc1ncn[nH]1)NC1CCCc2ccccc21 (configuration not stated)	-0.2	1	0.2	0	-5	3	1	104	3	97
COc1ccc(-c2nn(C)c3sc(C(=O)N4CCOCC4)cc23)cc1OC	-0.3	0.71	-2.3	21	2	2	6	80	30	99
COc1ccccc1CNS(=O)(=O)c1ccc(NC(C)=O)cc1	-0.3	1.5	2.8	-6	6	13	-5	88	18	88
CC(C)C(C)NC(=O)COC(=O)c1cccc(C(=O)OCC(=O)NC(C)C(C)C)n1 (configuration not stated)	0.0	1.4	-0.7	1	-4	20	-10	97	5	81
Cc1cc(NS(=O)(=O)c2ccc(NC(=S)NC(=O)c3ccccc3)cc2)no1	-0.4	1.4	-0.2	25	-8	-4	-10	94	4	104
CCN1CCN(c2cc(C)c3cc(NC(=O)c4ccc(OC)c(OC)c4)ccc3n2)CC1	0.0	1.1	-0.2	-3	-2	3	-2	99	10	97
CN=C(Nc1cc(C)nn1CCC#N)c1ccccc1	-0.1	1.1	1.9	15	3	6	16	98	8	95
COc1ccc(C/C(N)=N/OC(=O)Cc2ccc(OC)c(OC)c2)cc1	-0.2	1.1	2.1	1	-3	-3	-1	97	13	103
O=C(Nc1ncc2c(n1)-c1ccccc1CC2)C1CC1	0.2	1.1	-2.7	9	-4	1	0	66	45*	98
CCOc1ccccc1C1C(C#N)=C(N)Oc2cc(C)n(Cc3ccccn3)c(=O)c21 (configuration not stated)	-0.1	1.1	-2.5	21	2	-2	-9	102	2	104
Clc1ccc(-c2cccs2)nn1	-0.4	1.3	-1.5	25	-3	6	15	92	14	94
O=C(NC(=S)Nc1ccc(S(=O)(=O)N2CCCCC2)cc1)c1cccs1	-0.3	1.3	-0.6	-12	-4	0	-9	98	1	100

Bioassay records deposited in PubChem by several laboratories.
